Assay outcomes from PubChem.
N370S GC: qHTS Assay for Inhibitors and Activators of N370S glucocerebrosidase as a Potential Chaperone Treatment of Gaucher Disease. N370S GC spleen homogenate, 4MU-glucoside fluorescence. Potency, µM (titrated, usually from 59.4 µM), for the others: top-dose activity change, negative = inhibition, most hits filed as inhibitors. 330,000 tested, 0.092% active;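 further: 0% = full enzyme activity and -100% = no enzyme basal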
TDP1 cell noCPT: qHTS for Inhibitors of human tyrosyl-DNA phosphodiesterase 1 (TDP1): qHTS in cells in absence of CPT; 420,000 tested, 15% active; AID 686978, 2013; DT40 Tdp1-/- hTDP1 cells, no CPT, ATP luminescence, 48 h; Potency, µM (top dose mostly 46.2 µM), inactives show at the highest dose activity change, negative = growth inhibition, hits mostly inhibitors; further: nearly all actives have a fitted effect of over 55% in size
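Compound effects on proliferation are scored in DT40 Tdp1-/-;hTDP1 cells in the absence of CPT. ATP levels (CellTiter-Glo luminescence) are recorded after a ≥48 hr, 37 °C incubation.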
TDP1 block: qHTS Assay for Inhibitors of Tyrosyl-DNA Phosphodiesterase (TDP1) | Tyrosyl-DNA phosphodiesterase 1 (Homo sapiens), Q9NUW8 | recombinant TDP1, AlphaScreen DNA substrate cleavage | Potency, µM (series often up to 130 µM), inactives show at the highest dose activity change, negative = inhibition, most hits filed as inhibitors | 350,000 tested, 0.28% active; further: nearly all actives have a fitted effect of over 40% in size
Target sequence (Q9NUW8 whole entry, looked up): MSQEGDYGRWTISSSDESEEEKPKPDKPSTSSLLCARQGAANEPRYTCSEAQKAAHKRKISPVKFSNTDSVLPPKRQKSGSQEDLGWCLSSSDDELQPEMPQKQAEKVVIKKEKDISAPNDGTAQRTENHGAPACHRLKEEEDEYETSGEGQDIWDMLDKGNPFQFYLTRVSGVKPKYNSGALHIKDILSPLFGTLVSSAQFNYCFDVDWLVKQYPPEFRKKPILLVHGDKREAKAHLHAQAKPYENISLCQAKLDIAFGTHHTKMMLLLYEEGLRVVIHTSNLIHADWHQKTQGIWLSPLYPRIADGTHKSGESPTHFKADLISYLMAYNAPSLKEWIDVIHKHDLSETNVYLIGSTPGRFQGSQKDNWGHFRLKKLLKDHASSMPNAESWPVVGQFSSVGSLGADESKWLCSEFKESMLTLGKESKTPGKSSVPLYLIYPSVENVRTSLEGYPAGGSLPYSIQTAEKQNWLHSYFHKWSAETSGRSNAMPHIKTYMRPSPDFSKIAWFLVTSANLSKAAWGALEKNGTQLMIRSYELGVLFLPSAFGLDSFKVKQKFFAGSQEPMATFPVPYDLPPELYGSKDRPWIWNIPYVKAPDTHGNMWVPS
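Here, a 5' biotin and 3' phosphotyrosine-FITC DNA oligonucleotide reports Tdp1 activity: intact substrate bridges AlphaScreen beads, while cleavage leaves a 3' phosphate and drops signal. All incubations at room temperature.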
* marks the source's active call; other numbers are inactive results; ? = inconclusive; . = no result given; & = joins results of further samples; [ ] = remark or other dose. The call rests on the fitted dose curve; in most records, active means well fitted curve in the direction sought with a large enough effect; inconclusive means small, poorly fitted or top-dose-only effect, or another doubt; inactive means no such curve, though single readings can be large; an effect the other way counts as inactive or inconclusive. Unless noted, on the % scale 0 is the no-effect control and ±100 the full control effect; potency means the concentration at half of the fitted maximal effect. A portion of the library; the hit share may differ from the screen's.

SMILES	N370S GC	TDP1 cell noCPT	TDP1 block
Cc1ccc(S(=O)(=O)Nc2ccc(=O)n(Cc3ccc(Cl)c(Cl)c3)c2)cc1	10%	-19%	8%
Cc1nc2scc(C)n2c(=O)c1S(=O)(=O)NCCc1ccccc1	0%	?	0%&0%
COc1ccc2c(c1)c(=O)c(C(=O)c1ccc(C)cc1)cn2CC(=O)Nc1ccc(F)cc1	4%	16µM*	5%
Cc1nnc(SCC(=O)Nc2ccc(S(N)(=O)=O)cc2)n(N)c1=O	.	2%	-8%
CC(=O)c1ccccc1NCC(=O)Nc1ccc(C)cc1	2%	-18%	-3%
O=C(COC(=O)c1ccccc1[N+](=O)[O-])Nc1cc(S(=O)(=O)N2CCOCC2)ccc1N1CCCC1	1%	?	5%
COc1cccc(C(=O)NC2CC(=O)N(c3ccc4c(c3)OCCO4)C2)c1OC (stereo not given)	.	-10%	0%
Cc1ccc(C)c(N2CCN(c3nnnn3-c3ccccc3)CC2)c1	0%	?	2%
COc1ccc(S(=O)(=O)N(Cc2nc(-c3ccccc3)no2)C2CCCCC2)cc1	.	9.2µM*	-4%
CCCn1cc(C(=O)OCC)c(=O)c2cc(F)c(F)cc21	-4%	-13%	.
CC(NS(=O)(=O)c1cccc(Cl)c1)C(=O)Nc1ccc(-c2nc3ccccc3s2)cc1 (stereo not given)	-1%	?	3%
COc1cccc(C2CC(=O)Nc3cc(OC)c(OC)c(OC)c32)c1OC(C)C (stereo not given)	.	?	0%
COc1cc(SC)ccc1C(=O)Nc1ccccc1C#N	8%	?	9%
Cn1c(CCNS(=O)(=O)c2ccc(F)cc2)nnc1SCc1cccnc1	2%	-13%	8%
COc1ccc(NC(=O)COc2ccc(S(=O)(=O)NC3CCCCC3)cc2)c(OC)c1	.	16µM*	-1%
COc1cc(C2CC(=O)NC3=C2C(=O)CC(C)(C)C3)cc(OC)c1O (stereo not given)	8%	-20%	2%
Cc1cc(SCC(=O)NN=C2CCN(C(C)C)CC2)c(C)cc1Br	13%	-26%	1%
Cc1cc(Cl)ccc1C(=O)C1CCCN(C(=O)c2nonc2C)C1 (stereo not given)	-13%	-26%	-9%
COc1cccc(CC(=O)N2CCc3nc(-c4ccc(OC)cc4C)c4c(c3C2)CO[C@@H](c2ccccc2)C4)c1	-4%[12.8 µM]	.	8%[12.3 µM]
CC(=O)N1CCCc2cc(S(=O)(=O)Nc3ccc(C)c(F)c3)ccc21	.	16µM*	8%
Oc1cccc(-c2nc3c4c(ncn3n2)-c2ccccc2CC42CCCC2)c1	-12%	18µM*	4%
CC(C)NC(=NCc1ccc(Cl)cc1Cl)Nc1ccccc1	-2%	5.2µM*	.
CNc1snc(C)c1C(=O)OCC(=O)N(C)c1ccccc1	.	?	1%
COc1ccc(Br)cc1C(=O)Nc1ccccc1N1CCN(C(=O)c2ccccc2)CC1	14%	16µM*	-5%
COC(=O)Cn1c(O)c(N=NC(=O)CNC(=O)c2ccncc2)c2ccccc21	-1%	-16%	6%

Full records from above:
Record of CNc1snc(C)c1C(=O)OCC(=O)N(C)c1ccccc1 = N370S GC: .; TDP1 cell noCPT: ?; TDP1 block: 1%
Record of Cn1c(CCNS(=O)(=O)c2ccc(F)cc2)nnc1SCc1cccnc1 = N370S GC: 2%; TDP1 cell noCPT: -13%; TDP1 block: 8%
Record of COc1ccc(NC(=O)COc2ccc(S(=O)(=O)NC3CCCCC3)cc2)c(OC)c1 = N370S GC: .; TDP1 cell noCPT: 16µM*; TDP1 block: -1%

(continued)
SMILES	N370S GC	TDP1 cell noCPT	TDP1 block
COc1ccc(NC(=O)/C(Cl)=C(/Cl)S(=O)Cc2ccc(Cl)cc2)cn1 (stereo not given)	-25%	0.26µM*	5%
NS(=O)(=O)c1ccc(CCNC(=O)C2COc3ccccc3C2)cc1 (stereo not given)	.	?	1%
Cc1ccccc1NC(=O)Cc1cccc(C(F)(F)F)c1	?	-3%	-3%
C/C(CC(=O)NC1CCCC1)=N\NC(=O)Cc1cccs1	3%	-5%	1%
Cn1c(=O)n(Cc2ccc(F)cc2)c(=O)c2c1nc1n2CCN1Cc1ccco1	2%	?	3%
Cc1cc(NC(=O)c2cc(S(=O)(=O)N3CCCCC3)ccc2C)no1	.	10%	-15%
COc1ccc(C)cc1NC(=O)Cc1c(C(=O)O)n(C)c2ccccc12	-7%	1%	.
CC1CCc2[nH]nc(C(=O)O)c2C1 (stereo not given)	2%	-13%	1%
O=C(CS(=O)(=O)c1ccccc1)Nc1cccnc1	5%	35%[activator]	5%
Cc1ccc(Nc2nc(N)c([N+](=O)[O-])c(N3CCOCC3)n2)cc1C	11%	21µM*	8%
COc1ccc(C(=O)COC(=O)c2nn(C)cc2Cl)cc1	5%	-2%	4%
O=C(Nc1nc(-c2ccccc2)ns1)c1ccncc1	4%	?	.
Cc1ccc2nc3ccc(N4CCCC4)nn3c(=O)c2c1	8%	?	0%
COc1ccc(C(=O)N/C(=C/c2cccnc2)C(=O)N2CCN(C)CC2)cc1OC	-11%	16%	1%
Cn1c(=O)c2c(nc(NCCCN3CCOCC3)n2Cc2ccc(Cl)cc2Cl)n(C)c1=O	-3%	.	8%
NC(=O)CSc1nc(O)cc(=O)n1-c1ccccc1	2%	-1%	-10%
Cc1cc(C)cc(OCC(=O)OCC(=O)Nc2cc(S(=O)(=O)N3CCOCC3)ccc2C)c1	.	-10%	2%
N#Cc1c(NC(=O)c2cnn3cccnc23)sc2c1CCCC2	3%	0%	0%
N#CCCN(C(=O)COC(=O)CSc1ccc(Cl)cc1)c1ccccc1	.	-11%	0%
COCCCNC(=S)N/N=C/c1ccc2c(c1)OCO2	-5%	-14%	-11%
CCCCCCOc1ccc(/C(C)=N/NC2=NCCN2)cc1[N+](=O)[O-]	?	10µM*	3%
CCC(C)N(C(=O)CSc1nc2ccc(OC)cc2[nH]1)C1CCS(=O)(=O)C1 (stereo not given)	3%	7%	.
COc1ccc(NC(=O)[C@@H]2CCCN2C(=O)c2cccs2)cc1S(=O)(=O)N1CCCCC1	.	-16%	1%
CC(=O)Cn1c(CN2CCCC2)nc2ccccc2c1=O	-3%	-19%	-2%
COc1ccccc1NC(=O)CN(c1cc(C)cc(C)c1)S(=O)(=O)c1c(C)[nH]c(=O)[nH]c1=O	.	-2%	8%
Next section
SMILES	N370S GC	TDP1 cell noCPT	TDP1 block
CCOc1ccccc1N1CC(C(=O)Nc2cc(Cl)ccc2C)CC1=O (stereo not given)	-9%	-15%	2%
CC1CN(S(=O)(=O)c2ccc(C(=O)N(CCCN(C)C)c3nc4cc5c(cc4s3)OCCO5)cc2)CC(C)O1 (stereo not given)	-9%	-26%	.
COc1ccc(C(=O)N/C(=C\c2ccc(SC)cc2)C(=O)NCCCn2ccnc2)cc1OC	.	-18%	3%
COc1ccc(CN2CC(=O)N(c3ccccc3OC)C2=S)cc1OC	0%	-16%	.
COc1ccc(N2CCN(C(=O)c3ccc4c(=O)n(Cc5ccc6c(c5)OCO6)c(=O)[nH]c4c3)CC2)cc1	-1%	6%	-2%
CCCC(=O)NCc1cc(-c2nn(C)c(=O)c3ccccc23)ccc1C	-11%	-12%	5%
Cn1c(=O)c2c(nc(SCC(=O)NCC3CCCO3)n2C)n(C)c1=O (stereo not given)	1%	-2%	3%
COCCCNC(=O)c1cnc2sc(N3CCCCCC3)nn2c1=O	.	-10%	3%
COCCn1c(SCC(=O)Nc2nnc(C)s2)nnc1-c1ccoc1C	3%	1%	-4%
Cn1c(=O)c2ccccc2n(CC(=O)N2CCCc3ccccc32)c1=O	-1%	?	3%
COc1cc(/C=N/NC(=O)c2cc(-c3ccco3)nc3ccccc23)cc(OC)c1O	-12%	?	3%
COC(=O)[C@@H](NC(=O)/C=C/c1ccc(OC)cc1)C(C)C	23%	12%	-2%
CC1CCCCC1NC(=O)COC(=O)c1cccn1C (stereo not given)	.	-4%	2%
Cc1ccc2c(c1)c1c(c(=O)n(-c3ccccc3)c(=O)n1CC(=O)NCCC1=CCCCC1)n2C	.	7%	0%
COc1ccc(Cl)cc1C(=O)Nc1ccc(S(N)(=O)=O)cc1	-12%	-26%	3%
C=CCn1c(=O)c2ccccc2n2c(SCC(=O)O)nnc12	-2%	4%	.
CCOC(=O)c1cnc2ccc(C)cc2c1NCCN1CCOCC1	-13%	-24%	.
COc1ccc(OC)c(CNS(=O)(=O)c2ccc(-c3cc(C(F)(F)F)on3)s2)c1	.	8.2µM*	3%
COc1ccccc1C(=O)Nc1ccc(S(=O)(=O)Nc2nccs2)cc1	-6%	-13%	1%[0.0935 µM]
COc1ccc(S(=O)(=O)Nc2ccc(CC#N)cc2)cc1	4%	-13%	-5%
CS(=O)(=O)N1CCC(C(=O)Nc2ccc(C(N)=O)cc2)CC1	-11%	2%	.
COc1cc(C(C)=O)ccc1OCC(O)Cn1nc(C)c(C(C)=O)c1C (stereo not given)	6%	-32%	.
Cc1ccc(OCCn2cc(/C=C(\C#N)C(=O)NCC3CCCO3)c3ccccc32)cc1 (stereo not given)	-15%	10µM*	0%
COCC(=O)N1CCC(Oc2ccc(C(=O)N[C@H](C(=O)OC)C(C)C)cc2)CC1	2%	7%	.
COc1ccc2oc(=O)c(C(=O)OCc3ccccc3)cc2c1	-4%	0%	.

A second format for some results above:
smiles | N370S GC | TDP1 cell noCPT | TDP1 block
COCCCNC(=O)c1cnc2sc(N3CCCCCC3)nn2c1=O | . | -10% | 3%
COCCn1c(SCC(=O)Nc2nnc(C)s2)nnc1-c1ccoc1C | 3% | 1% | -4%
Cn1c(=O)c2ccccc2n(CC(=O)N2CCCc3ccccc32)c1=O | -1% | ? | 3%

Following part.
SMILES	N370S GC	TDP1 cell noCPT	TDP1 block
O=C(c1ccccc1)N1C(=O)C(c2ccccc2)Oc2ccccc21 (stereo not given)	20%	-11%	.
Nc1nnc(SCCN2C(=O)c3ccccc3C2=O)s1	-1%	-11%	-2%
O=C(NCCCCCCNC(=O)c1cccs1)c1cccs1	-13%	?	0%
Cc1cc(C(=O)N/N=C/c2ccncc2)c2ccccc2n1	-3%	-3%	.
CCn1c(SCC(=O)N/N=C/c2ccc(OC)c(OC)c2)nc2ccccc21	0%	?	0%
Cc1cc(N2CCN(C)CC2)nc2ccc(NC(=O)CCC(=O)NCCc3ccc(Cl)cc3)cc12	-2%	?	.
O=C(CC(c1ccco1)S(=O)(=O)c1ccccc1)c1ccccc1 (stereo not given)	6%	?	5%
CCOC(=O)Cn1nc(C)cc1NC(=O)c1cc(OC)c(OC)c(OC)c1	-13%	?	.
CCOC(=O)c1c(-c2ccc(C)cc2)csc1NC(=O)c1cc(=O)c2cc(C)c(C)cc2o1	.	-13%	4%
COc1ccc(-c2nnc(NC(=O)C3CCCN3S(=O)(=O)c3cccs3)o2)cc1 (stereo not given)	-4%	-27%	1%
OC1O[C@H](c2ccc3c(c2)OCO3)[C@H]2CO[C@H](c3ccc4c(c3)OCO4)[C@@H]12 (stereo not given in full)	-13%	21µM*	1%
C=C(C)c1cccc(C(C)(C)NC(=O)NCc2cccnc2)c1	12%	-16%	7%
Cc1ccc(C2c3sc(=O)[nH]c3SC3C4CC(C5C(=O)N(C(C)C(=O)O)C(=O)C45)C23)cc1 (stereo not given)	-2%	-4%	-9%
Cc1ccc(C)c(N2CCN(C(=O)Cn3cnc4onc(-c5ccc(F)cc5)c4c3=O)CC2)c1	.	?	-1%
CC(C)CC(NC(=O)CCC(=O)OCC(=O)[C@@]1(O)CCC2[C@@H]3CCC4=CC(=O)C=C[C@]4(C)C3[C@@H](O)C[C@@]21C)C(=O)O (stereo not given in full)	0%	-18%	.
CCOc1ccc(C(=O)NCCN2CCCC2)cc1	7%	?	5%
Cc1cc(C)cc(NCc2nnc3n2CCCCC3)c1	.	-5%	0%
Cc1ccc(C(=O)NC(=S)NNC(=O)c2ccccc2O)cc1	-10%	?	.
Nc1cc(=O)[nH]c(SCC(=O)NNC(=O)Cc2ccccc2)n1	-15%	16%	-5%
COc1ccc(C(=O)Nc2cccc3c2CCCC3)cc1	3%	5.8µM*	.
Cc1cc(NC(=O)CSc2ncc(C(=O)Nc3ccc(F)cc3)c(=O)n2C)no1	.	-13%	-5%
O=C(CC1(O)C(=O)Nc2cc(Cl)cc(Cl)c21)c1ccncc1 (stereo not given)	20%	?	-3%
CCOc1ccccc1N=c1oc2cc(O)ccc2cc1C(=O)NCC1CCCO1 (stereo not given)	5%	?	-6%
CCOc1ccc(-c2cn3ccccc3n2)cc1	8%	?	3%

Two entries drawn at random from those above:
SMILES	N370S GC	TDP1 cell noCPT	TDP1 block
COc1ccc(C(=O)N/C(=C\c2ccc(SC)cc2)C(=O)NCCCn2ccnc2)cc1OC	.	-18%	3%
CCOc1ccccc1N1CC(C(=O)Nc2cc(Cl)ccc2C)CC1=O (stereo not given)	-9%	-15%	2%
